Screening data as filed in PubChem BioAssay.
GLP-1R inv ag: acts as inverse agonist at human GLP-1 receptor | hit rate 1.6% among 410,000 | Potency, µM (series often up to 38.3 µM), inactives show at the top dose activity change, negative = inhibition, usual class: inhibitors | AID 624417 | HEK293 GLP-1R CRE-luciferase, luminescence, 24 h; GLP-1R form is constitutively active | P43220; note: potency is the fitted concentration of half-maximal effect; % is set by controls: 0 for no effect and ±100 for the full control effect; nearly all actives have a fitted effect of over 55% in size
Target sequence (P43220 whole entry, looked up): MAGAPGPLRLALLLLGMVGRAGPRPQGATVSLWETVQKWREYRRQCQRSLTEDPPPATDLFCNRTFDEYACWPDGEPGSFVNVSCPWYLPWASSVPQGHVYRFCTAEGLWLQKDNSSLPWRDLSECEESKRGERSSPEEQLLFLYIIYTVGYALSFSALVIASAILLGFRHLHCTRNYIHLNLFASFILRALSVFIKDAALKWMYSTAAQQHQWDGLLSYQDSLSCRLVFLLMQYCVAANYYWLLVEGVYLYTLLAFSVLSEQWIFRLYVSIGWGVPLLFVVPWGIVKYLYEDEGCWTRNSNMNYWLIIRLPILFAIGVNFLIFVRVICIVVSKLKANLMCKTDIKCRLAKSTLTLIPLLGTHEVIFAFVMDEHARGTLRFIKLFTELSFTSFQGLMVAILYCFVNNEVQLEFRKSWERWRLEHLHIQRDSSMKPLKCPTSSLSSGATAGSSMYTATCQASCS
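qHTS in 1536-well format: reporter HEK293 cells expressing constitutive GLP-1R activity in DMEM + 10% Nu serum, 24 hr with compounds at 37 deg C, luminescence read after 12 min with detection reagent.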
IL-2 act: activates IL-2 in a cell-based reporter assay; IL-2 activation reporter assay, cell-based qHTS; stimulated with anti-CD3/CD4/CD28 beads; in transgenic mouse T cells; activation, % (series mostly up to about 46 µM); hit rate 0.065% among 360,000; in the data active = activation above about 50%; inconclusive = mostly about 30% to 49%; note: 0% is about no effect
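Using fluorescent plate cytometry, EGFP and DsRed are detected in transgenic mouse T cells stimulated 18 h at 37 degrees C with antibody-coated beads after 60 min compound pretreatment.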
PLK1 PBD inh: blocks phosphopeptide binding to human PLK1 polo-box domain. P53350. Plk1 PBD binding of FITC phosphopeptide, fluorescence polarization. Potency, µM, without a hit: max response, negative = inhibition, usual class: inhibitors. hit rate 2.8% among 360,000. AID 720504; note: potency is the fitted concentration of half-maximal effect; series mostly up to about 57 µM; % is set by controls: 0 for no effect and ±100 for the full control effect; nearly all actives have a fitted effect of over 65% in size
D3 ag: agonists of human D3 dopamine receptor. AID 652048. D3R DiscoveRx beta-arrestin cells, luminescence, 90 min. hit rate 0.58% among 410,000. max activation, %. P35462; in the data active = max activation above about 30%; note: 0% is about no effect; mostly tested at two doses, the higher about 12 µM
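Agonist-mode cell screen: cells plated at 1500/well and incubated overnight at 37 °C, then exposed to library compounds for 90 min at 37 °C. Detection reagent was added for 30–60 min at room temperature, and luminescence was read.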
PI5P4Ka inh: inhibitors of human PI5P4K alpha; PI5P4Kalpha enzyme, ADP-Glo luminescence, 60 min; stronger effect = lower value; P48426; max response, %; hit rate 1.2% among 330,000; active = max response of -50% or lower; inconclusive = between -30% and -50%; inactive = -30% or higher; note: value at the top dose of about 77 µM; % is set by controls: 0 for no effect and ±100 for the full control effect
Target sequence (P48426 whole entry, looked up): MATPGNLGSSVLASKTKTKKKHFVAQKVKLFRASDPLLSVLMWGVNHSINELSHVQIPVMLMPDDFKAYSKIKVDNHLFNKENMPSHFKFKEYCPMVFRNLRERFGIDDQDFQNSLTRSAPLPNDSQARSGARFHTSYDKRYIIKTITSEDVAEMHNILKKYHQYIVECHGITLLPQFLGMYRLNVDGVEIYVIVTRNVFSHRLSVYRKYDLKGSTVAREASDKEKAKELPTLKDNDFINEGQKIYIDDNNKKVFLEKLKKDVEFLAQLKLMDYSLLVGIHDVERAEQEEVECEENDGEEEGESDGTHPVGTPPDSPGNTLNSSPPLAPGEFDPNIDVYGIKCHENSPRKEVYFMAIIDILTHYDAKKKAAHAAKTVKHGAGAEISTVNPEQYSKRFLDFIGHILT
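Quantitative HTS of the MLSMR library against PI5P4Kalpha with substrate. ATP added last at 5 microM final; room temperature, 60 minutes. Remaining ATP depleted, ADP converted and read as luminescence.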
HEK293 tox: cytotoxic in the GLP-1 receptor inverse agonist counter-screen | HEK293 cAMP-luciferase reporter cells, luminescence, 24 h | Potency, µM (series often up to 38.3 µM), for inactives: at the highest dose activity change, negative = inhibition, usual class: inhibitors | AID 624418 | hit rate 0.13% among 410,000;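 note: loss of luciferase light is scored as toxicity; potency is the fitted concentration of half-maximal effect; % is set by controls: 0 for no effect and ±100 for the full control effect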
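Luminescence readout: signal drop marks cytotoxicity. Plated cells grew 12 h at 37 °C, 5% CO2, received 23 nL compound for 24 h, then got luciferase reagent, read after 12 min at RT.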
DRD3 antagonist: D3 dopamine receptor (human) antagonism. max response, negative = inhibition, %. hit rate 2.5% among 360,000. D3R cells, DiscoveRx beta-arrestin luminescence, antagonist mode; stronger effect = lower value; in the data active = max response below about -50%; inconclusive = no clear call, values can overlap the other calls; note: % is set by controls: 0 for no effect and ±100 for the full control effect; mostly tested at two doses, the higher about 12 µM
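Cells plated overnight at 1500 cells/well, then exposed to library compounds with dopamine controls for 90 minutes at 37 degrees C. DiscoveRx reagent added for 30–60 minutes at room temperature; luminescence read, quantitative HTS format.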
WRN inhibitor: WRN helicase (human) inhibition; WRN helicase unwinding, fluorescent forked duplex, kinetic; Potency, µM (titrated, usually from 114 µM), for the others: at the highest dose activity change, negative = inhibition, hits mostly inhibitors; hit rate 0.46% among 360,000; AID 651768; note: potency is the fitted concentration of half-maximal effect; % is set by controls: 0 for no effect and ±100 for the full control effect; nearly all actives have a fitted effect of over 55% in size
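Enzyme (20 nM final) and test compound sit together 15 min at room temperature before substrate addition. Substrate is a single-forked duplex oligonucleotide (100 nM) labelled with fluorophore and quencher, with 2 mM ATP; helicase unwinding raises red fluorescence, read kinetically.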
GLP1R ag: activates the human GLP-1 receptor; Potency, µM (doses to about 45.6 µM), for the others: at the top dose activation, usual class: activators; HEK293 GLP-1R CRE-luciferase, luminescence, 4-6 h; cells express a hypersensitive GLP-1R form; hit rate 0.007% among 380,000; AID 624172; P43220; note: potency is the fitted concentration of half-maximal effect; % of control where 0% means no effect
Numbers without * were called inactive; ? = inconclusive; . = not tested or not shown; & = joins results of further samples; [ ] = remark or other dose. Unless noted, calls come from the whole dose curve; as a rule, active = well fitted curve in the direction sought with a large enough effect; inconclusive = small, poorly fitted or top-dose-only effect, or another doubt; inactive = no such curve, though single readings can be large; an effect the other way counts as inactive or inconclusive.

SMILES	GLP-1R inv ag	IL-2 act	PLK1 PBD inh	D3 ag	PI5P4Ka inh	HEK293 tox	DRD3 antagonist	WRN inhibitor	GLP1R ag
Cc1ccc(N=C2NC(=O)/C(=C/c3cccnc3)S2)c(C)c1	?	2.7	?	-23	?	13%	-19	?	8%
N#C/C=C(/N)c1ccc(Br)cc1	-2%	0.7	-8%	-10	-11	1%	-22	-9%	-14%
COc1ccc(C2C/C(=N\O)C(C)(C)O2)cc1 (stereo not drawn)	-5%	-3.9	-6%	4	-3	-22%	-11	-2%	3%
COc1ccc(N(CC(=O)Nc2cccc(C)c2C)S(=O)(=O)c2c(C)[nH]c(=O)[nH]c2=O)cc1	16%	-2.4	1%	4	2	0%	9	0%	0%
O=C(Nc1cc(S(=O)(=O)N2CCOCC2)ccc1Cl)c1cc(=O)c2ccccc2o1	22%	-0.8	1%	3	1	4%	17	1%	16%
COc1ccc(-n2nc3c(c2NC(=O)C(C)Cl)CSC3)cc1 (stereo not drawn)	-2%	0.6	-13%	-5	-12	2%	-21	-4%	-3%
COC(=O)Cn1cnc2sc3c(c2c1=O)CCCC3	14%	0.1	-8%	-2	0	1%	-7	-28%	9%
Cc1cc[n+](-c2[nH]c(=O)sc2/C=N/NC([S-])=Nc2ccccc2)cc1C	9%	0.1	?	7	?	-8%	-2	-19%	-13%
Cc1ccc(NC(=O)CCC(=O)NNC(=O)c2ccccc2)c(C)c1	-19%	-0.1	-1%	3	-1	-2%	-12	0%	1%
CCCC(C)NC(=O)COC(=O)c1ccc2c(c1)C(=O)N(Cc1ccco1)C2=O (stereo not drawn)	-2%	-1.1	1%	26	2	-19%	-17	2%	11%
Cc1ccc(OCC(O)CN2CCOCC2)cc1 (stereo not drawn)	5%	-0.5	-10%	-6	-2	4%	21	-2%	-5%
CCN(CC)CCCNC(=O)C1CCC(=O)N(c2ccc(OC)cc2)C1c1ccc(F)cc1 (stereo not drawn)	16%	0.5	-3%	1	3	-1%	-15	0%	0%
Cc1[nH]c2ccccc2c1C(=O)CN1C(=O)NC2(CC(C)CC(C)(C)C2)C1=O (stereo not drawn)	?	-1.6	-7%	-3	0	-3%	-11	-2%	-6%
O=C(CCCc1ccccc1)NCCCc1ccccc1	?	1.0	-11%	-13	-4	-4%	-7	-23%	5%
Cc1cccc(NC(=O)C(C)Sc2ncnc3sccc23)c1 (stereo not drawn)	7%	-4.7	-6%	2	1	31%[activator]	-1	-2%	8%
CCN(CC(=O)Nc1ccccc1OC)C(=O)c1ccc(NC(=O)c2cccs2)cc1	-7%	0.5	-3%	4	-8	-1%	-2	-2%	6%
CCOC(=O)[C@]12CCCC=C1N(Cc1ccc3c(c1)OCO3)C(=O)[C@H](CC(=O)NCc1cccc3ccccc13)C2	?	-0.6	3%	3	11	2%	-27	1%	-1%
Nc1nc(N)c(N=Nc2ccc(S(N)(=O)=O)cc2)c(=O)[nH]1	11%	-1.0	-1%	-6	-62*	?	-55*	-18%	-1%
CCOC(=O)C1CCCCN1Cc1cccc(F)c1 (stereo not drawn)	7%	0.0	-1%	-7	.	0%	6	-3%	0%
Nc1nc(-c2ccc(Cl)cc2)cc(C(F)(F)F)n1	11%	-0.7	-5%	-1	.	-12%	1	3%	-10%
Cc1ccc(Cn2c(C3CCCN3c3nc(-c4ccc(F)cc4)cs3)nc3cc(C(F)(F)F)ccc32)cc1 (stereo not drawn)	?	0.0	?	-1	-8	-13%	2	-1%	-1%
CCOC(=O)c1ccc(S(=O)(=O)NNC(=O)c2ccc3c(c2)nc(C)n3CC)cc1	-5%	-0.2	-5%	5	3	27%	-6	5%	2%
CCOC(=O)CSc1nnc2n(Cc3ccccc3)c(=O)c3c4c(sc3n12)CCC4	35%[activator]	-0.2	?	6	5	28%	20	13%	7%
CN(C)S(=O)(=O)c1cccc(NC(=O)Cn2cnc3ccccc3c2=O)c1	2%	0.8	-3%	10	.	6%	-23	-3%	-8%
Oc1ccccc1O	-20%	0.7	-15%	3	-4	-11%	3	1%[11.6 µM]	-2%
(list continues)
SMILES	GLP-1R inv ag	IL-2 act	PLK1 PBD inh	D3 ag	PI5P4Ka inh	HEK293 tox	DRD3 antagonist	WRN inhibitor	GLP1R ag
O=C(c1ccco1)N1CC2(CC(c3ccc(Cl)cc3)=NO2)CN1Cc1ccc(Br)cc1 (stereo not drawn)	-16%	1.5	0%	1	0	2%	46	1%	-2%
CCN1CCN(c2ncc3c(n2)CC(c2ccc(OC)c(OC)c2)CC3=O)CC1 (stereo not drawn)	-5%	-3.8	-7%	2	.	-16%	11	12%	5%
O=C(c1cc(-c2cccnc2)nc2ccccc12)N1CCN(S(=O)(=O)c2ccc(Cl)s2)CC1	-9%	-5.6	1%	1	2	-22%	7	3%	-1%
Nc1c(-c2ccc3c(c2)OCCO3)oc2ccccc2c1=O	-18%	-3.5	?	-11	4	147%[activator]	-13	7%	9%
Cc1ccccc1N=Nc1c(C)[nH]n(C(N)=S)c1=O	125%[activator]	-0.8	?	-4	-25	?	-23	-16%	-3%
COc1cccc(C(=O)OCC(=O)NCc2ccc3c(c2)OCO3)c1OC	-6%	-0.8	-5%	-1	0	0%	-10	-11%	9%
Brc1ccc(-c2csc3ncnc(-n4nnc5ccccc54)c23)cc1	?	-2.1	-4%	10	4	76%[activator]	9	-25%	1%
COC(=O)c1nc2n(n1)C(c1cc(OC)ccc1OC)C(C(=O)Nc1ccc(C)cc1C)=C(C)N2 (stereo not drawn)	8%	.	.	9	.	9%	.	.	-2%
COc1cc(C2NCC(c3ccc(Cl)cc3Cl)c3c2[nH]c2ccccc32)cc(OC)c1OC (stereo not drawn)	?	-4.5	?	-19	4	-8%	1	0%	-1%
CC(=O)Nc1nc(C=C(Cl)Cl)cs1	6%	-1.7	?	0	?	-15%	-15	-9%	0%
N/C(=N\NS(=O)(=O)c1ccc(Cl)cc1)c1ccccn1	7%	0.9	-11%	2	-4	15%	6	10%	6%
Cc1cccc(CCNC(=O)C2CC(O)CN2C(=O)Nc2ccccc2)c1 (stereo not drawn)	7%	-2.9	2%	-5	5	5%	0	18%	-3%
CC(C)NCC(O)COCCOc1ccc(C(C)(C)C)cc1 (stereo not drawn)	?	-2.6	-1%	2	7	-6%	8	-15%[57.1 µM]	-1%
CCOc1ncccc1C(=O)Nc1nnc(C2CC2)s1	34%[activator]	0.3	-7%	-3	3	1%	-4	3%	9%
COc1ccc(C(O)Cc2nc3ccccc3n2C)cc1OC (stereo not drawn)	4%	0.8	3%	-6	2	11%	-15	1%	9%
O=c1oc2ccccc2c(NCCO)c1[N+](=O)[O-]	18%	0.6	3%	1	2	6%	5	8%	2%
Cc1nn(CC(=O)NC2CCC(C)CC2)c(C)c1[N+](=O)[O-] (stereo not drawn)	-7%	0.5	-16%	-10	21	5%	-24	-1%	2%
Cc1c(CN2CCCC(C(=O)c3cccc(Cl)c3)C2)c(=O)n(-c2ccccc2)n1C (stereo not drawn)	?	1.6	-10%	-8	-6	1%	?	2%	4%
COc1cccc(C(O)c2nc(-c3ccc(F)cc3OC)cs2)c1 (stereo not drawn)	-13%	0.3	0%	6	2	6%	26	-14%	11%
CCCc1ccc2c(C(F)(F)F)cc(C(F)(F)F)cc2n1	6%	2.3	-2%	8	-5	-5%	-22	-3%	-6%
C=CCN(CC=C)S(=O)(=O)c1ccc2nsnc2c1	-3%	0.5	-22%	-3	.	-18%	-12	6%	1%
Cc1cccc(C)c1NC(=O)C(NS(=O)(=O)c1cccs1)c1ccccc1 (stereo not drawn)	0%&-7%	-1.0	-9%	-3&5	-13	-5%&-4%	9	-20%[57.1 µM]	-7%
CCC(CC)C(=O)Nc1nnc(S(=O)(=O)N2c3ccccc3CC2C)s1 (stereo not drawn)	?	-2.0	-2%	-5&8	5	-7%&-6%	-29	0%	3%
COc1ccc(CCNC(=O)CCCCC(=O)NCCc2ccc(OC)c(OC)c2)cc1OC	7%	-0.2	-8%	0	0	0%	4	-3%	6%
COc1ccc(S(=O)(=O)NC(Cc2cnc[nH]2)C(=O)O)cc1 (stereo not drawn)	15%	0.0	-5%	-4	-3	5%	-25	-35%[57.1 µM]	-10%

Entries of single compounds, looked up by structure. Order of screens: GLP-1R inv ag	IL-2 act	PLK1 PBD inh	D3 ag	PI5P4Ka inh	HEK293 tox	DRD3 antagonist	WRN inhibitor	GLP1R ag
Shown for CC(=O)Nc1nc(C=C(Cl)Cl)cs1 → 6%	-1.7	?	0	?	-15%	-15	-9%	0%
Shown for COc1ccc(C2C/C(=N\O)C(C)(C)O2)cc1 (stereo not drawn) → -5%	-3.9	-6%	4	-3	-22%	-11	-2%	3%
Shown for Cc1cccc(NC(=O)C(C)Sc2ncnc3sccc23)c1 (stereo not drawn) → 7%	-4.7	-6%	2	1	31%[activator]	-1	-2%	8%

Next section:
SMILES	GLP-1R inv ag	IL-2 act	PLK1 PBD inh	D3 ag	PI5P4Ka inh	HEK293 tox	DRD3 antagonist	WRN inhibitor	GLP1R ag
Cc1ccnc(NC(=O)CCC(=O)N(CC(=O)NCCc2ccccc2)c2ccccc2F)c1	-11%	-1.1	0%	-5	-1	1%	-11	-3%	15%
CN(C)S(=O)(=O)Oc1ccccc1C(=O)Nc1ccc(F)cc1F	15%	-1.4	-16%	15	-4	-3%	-1	2%	10%
Cc1cc(C)cc(N(CC(=O)NCc2ccco2)C(=O)CCC(=O)Nc2ccccn2)c1	-30%	-0.3	-1%	-9	0	-11%	-9	-3%	9%
COc1ccc(C(=O)OCC(=O)c2cc(OC)ccc2OC)c(OC)c1	7%	0.1	-1%	2	0	-7%	-8	-14%	?
CC(=O)N1c2ccc(S(=O)(=O)N3CCC(C(=O)N4CCN(c5cc(Cl)ccc5C)CC4)CC3)cc2CC1C (stereo not drawn)	?	-4.2	0%	15	1	-3%	39	-7%	0%
COc1cc2oc3ccc(C#Cc4ccccn4)cc3c(=O)c2cc1OC	51%[activator]	0.5	-14%	0	?	-12%	67	0%	0%
CC(C)NC(=O)CN1C(=O)C(=O)c2ccccc21	0%	-0.4	-3%	-5	.	5%	-28	8%	0%
